aGlu spleen mod = inhibitors or activators of human alpha-glucosidase in spleen homogenate; P10253; human spleen homogenate, 4-MU-alpha-glucoside fluorescence; Potency, µM (top dose mostly 79.9 µM), for inactives: at the top dose activity change, negative = inhibition, actives largely listed as inhibitors; 240,000 tested, 0.006% active; AID 2112;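 further: 0% = enzyme with vehicle and -100% = no enzyme basal signal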
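Enzyme source: human spleen homogenate, 1 ug/well. Buffer 50 mM citric acid/K phosphate pH 5.0, 0.01% Tween-20. 4-MU-alpha-glucoside 1 mM; 37 C x 40 min; NaOH/glycine stop; fluorescence.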
TR SRC2 fluor cs = alters Texas Red total fluorescence, flagging assay interference. Potency, µM (highest dose often 106 µM), for inactives: at the top dose fluorescence change, negative = quenching. AID 1479. TRb/SRC2 Texas Red total fluorescence interference. 280,000 tested, 0.29% active; active means well fitted curve in either direction with a large enough effect; inconclusive means small, poorly fitted or top-dose-only effect
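Human TRβ ligand-binding domain (0.6 uM) and Texas Red SRC2 peptide (20 nM) in Tris buffer with 1 uM T3 and 5% DMSO were incubated with pinned compound for 5 hr at ambient temperature. Total fluorescence was computed as S + 2P (555/632 nm).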
GAA glycogen = inhibitors or activators of human alpha-glucosidase glycogen cleavage. P10253. recombinant GAA, glycogen substrate, Amplex Red glucose oxidase fluorescence. Potency, µM (top dose mostly 76.4 µM), inactives show at the top dose activity change, negative = inhibition, hits mostly inhibitors. 300,000 tested, 0.38% active;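 further: 0% = full enzyme reaction and -100% = no-enzyme basal signal; the screen sought inhibitors and activators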
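Natural-substrate format: glycogen cleavage by 4 nM human enzyme, glucose read by Amplex Red coupling (Ex 573, Em 610 nm). Normalized to enzyme and no-enzyme controls.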
L3MBTL1 block = inhibitors of human L3MBTL1; AlphaScreen L3MBTL1–H3K9me1 peptide binding; Potency, µM (top dose mostly 57.1 µM), for inactives: top-dose activity, negative = inhibition, actives largely listed as inhibitors; 230,000 tested, 0.66% active; further: nearly all actives have a fitted effect of over 60% in size
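AlphaScreen proximity signal between nickel-chelate acceptor and streptavidin donor beads (final 10 ug/mL) reports binding of 50 nM L3MBTL1 to 75 nM biotin-H3 K9me1 peptide; complex incubated with compounds 30 min at room temperature; cefsulodin titration as control.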
TRb SRC2 PPI = inhibitors of human thyroid hormone receptor beta-SRC2 interaction; P10828; TRbeta-SRC2 peptide binding, fluorescence polarization; receptor liganded with 1 µM T3; Potency, µM (highest dose often 106 µM), for the others: at the top dose activity change, negative = inhibition, most hits filed as inhibitors; 280,000 tested, 0.065% active; AID 1469;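 further: plate controls were bound peptide for no effect and peptide without receptor for full effect; nearly all actives have a fitted effect of over 50% in size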
Target sequence (P10828 whole entry, looked up): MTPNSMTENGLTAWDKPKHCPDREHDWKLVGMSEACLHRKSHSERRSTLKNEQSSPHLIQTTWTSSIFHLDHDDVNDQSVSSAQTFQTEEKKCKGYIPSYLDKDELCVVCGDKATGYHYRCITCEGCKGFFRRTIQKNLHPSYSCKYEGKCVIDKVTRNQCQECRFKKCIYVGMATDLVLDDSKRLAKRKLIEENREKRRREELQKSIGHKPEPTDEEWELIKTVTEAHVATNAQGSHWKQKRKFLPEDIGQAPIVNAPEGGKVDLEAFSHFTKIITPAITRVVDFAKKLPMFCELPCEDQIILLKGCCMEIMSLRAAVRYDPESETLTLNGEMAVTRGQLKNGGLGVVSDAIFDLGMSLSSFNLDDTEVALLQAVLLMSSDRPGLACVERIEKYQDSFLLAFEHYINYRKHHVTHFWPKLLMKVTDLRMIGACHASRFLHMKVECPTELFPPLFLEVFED
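Human TRb ligand-binding domain (0.6 uM) is mixed with 20 nM Texas Red SRC2 peptide and 1 uM T3; after compound addition and 5 hr at ambient temperature, polarization is measured and normalized to unbound and bound controls.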
RECQ1 helicase = RECQ1 (human) helicase inhibition; Potency, µM (highest dose often 57.3 µM), for the others: at the top dose activity, negative = inhibition, most hits filed as inhibitors; 240,000 tested, 0.54% active; P46063; RECQ1 DNA unwinding, red fluorescence kinetic read;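 further: plate controls were vehicle for no effect and no enzyme for full effect; nearly all actives have a fitted effect of over 30% in size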
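50 nM RECQ1T1 preincubated 15 min with compound in Tris pH 8.0 buffer with MgCl2, DTT, Tween-20 and 2.5 ug/ml poly(dI-dC); started with 200 nM TAMRA/BHQ-2 forked duplex and 2 mM ATP. Unwinding read as fluorescence (525/598 nm), two reads 2 h apart.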
GAA inh = alpha-glucosidase (human) inhibition | P10253 | purified human GAA, 4-MU-alpha-glucoside fluorescence | Potency, µM (highest dose often 76.9 µM), for inactives: at the highest dose activity change, negative = inhibition, hits mostly inhibitors | 200,000 tested, 0.005% active | AID 1466;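 further: plate controls were uninhibited enzyme wells for no effect and no-enzyme background for full effect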
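Activity normalized between no-enzyme (basal) and enzyme-only wells. Conditions: 4 nM human enzyme, 400 uM fluorogenic substrate, citrate/phosphate pH 5.0 with Tween-20, 20 min room temperature, compounds up to 77 uM.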
GoLoco inh red = inhibitors of human Gai1-RGS12 GoLoco interaction (red fluorophore). P63096. Gai1:RGS12 GoLoco peptide FP, rhodamine, 10 min. Potency, µM (titrated, usually from 61.6 µM), for the others: at the top dose activity, negative = inhibition, hits mostly inhibitors. 230,000 tested, 0.44% active; active means well fitted inhibition curve with a large enough effect, not every such curve was filed as active; inactive means no such curve, though single readings can be large or run the other way; further: nearly all actives have a fitted effect of over 30% in size; many of its hits are not listed in these tables
Target sequence (P63096 whole entry, looked up): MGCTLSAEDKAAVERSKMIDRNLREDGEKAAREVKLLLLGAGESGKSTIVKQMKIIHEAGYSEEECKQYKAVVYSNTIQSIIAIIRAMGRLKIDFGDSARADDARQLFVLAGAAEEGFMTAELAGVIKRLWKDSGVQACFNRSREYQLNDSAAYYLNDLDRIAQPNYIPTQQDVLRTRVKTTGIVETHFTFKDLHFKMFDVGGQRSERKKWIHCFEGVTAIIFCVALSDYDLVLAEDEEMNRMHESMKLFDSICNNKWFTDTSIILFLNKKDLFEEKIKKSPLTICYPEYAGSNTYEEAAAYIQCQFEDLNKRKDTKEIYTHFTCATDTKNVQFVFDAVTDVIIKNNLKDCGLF
The depositor's hits bear a star; i = inactive; ? = inconclusive; / = no result given; [ ] = another dose, or the depositor's remark. Unless noted, the call rests on the fitted dose curve; in most records, active means well fitted curve in the direction sought with a large enough effect; inconclusive means small, poorly fitted or top-dose-only effect, or another doubt; inactive means no such curve, though single readings can be large; an effect the other way counts as inactive or inconclusive. Unless noted, on the % scale 0 is the no-effect control and ±100 the full control effect; potency means the concentration at half of the fitted maximal effect.

SMILES	aGlu spleen mod	TR SRC2 fluor cs	GAA glycogen	L3MBTL1 block	TRb SRC2 PPI	RECQ1 helicase	GAA inh	GoLoco inh red
COc1ccc(NCc2nnc(SCC(=O)Nc3cccc(C)c3)o2)cc1	2%	-3%	-11%	-14%	-10%	-2%	2%	2%
Cc1ccc(-c2nc(=S)c3c(n2CCN2CCOCC2)CC(C)(C)OC3)cc1	-8%	-2%	-4%	/	-3%	i	-6%	6%
NNC(=O)CNc1cccc(Br)c1	4%	-1%	-2%	/	-2%	-5%	/	4%[14.2 µM]
O=C(CSc1ccc([N+](=O)[O-])cc1)Nc1cccc(S(=O)(=O)Nc2ccccc2F)c1	-1%	0%	8%	1%	6%	12%	13%	-10%
Cc1ccccc1NC(=O)Cn1c(=O)n(C)c2ccccc21	-16%	0%	-1%	-2%	-13%	-9%	-1%	3%
COc1ccc(C2=NN(CCC(=O)NCc3ccc4c(c3)OCO4)C(=O)CC2)cc1	4%	1%	7%	-9%	-2%	-4%	-3%	-3%
COc1ccccc1NC(=S)N1CCN(C(=O)C2CCCO2)CC1 (centres undefined)	3%	-1%	10%	-4%	-8%	3%	11%	18%
COc1ccc(Cc2c(O)nc(SCC(=O)c3ccc(OC)cc3)[nH]c2=O)cc1	6%	0%	-2%	4%	-5%	i	10%	2%
Cc1cccc(Cc2nnc(CCC(=O)N(C)C3CCOC3)o2)c1 (centres undefined)	0%	-1%	-1%	13%	1%	-15%	-8%	-7%
CC(C)CCNC(=O)CN(Cc1ccc2c(c1)OCO2)C(=O)CCC(=O)Nc1ccccn1	?	0%	0%	-2%	-10%	i	-4%	-3%
CCOC(=O)c1c(NC(=O)Nc2cccc(Cl)c2)sc(C)c1C	-3%	2%	4%	/	-3%	i	-18%	2%
Cc1ccc(N(C(=O)C2CCCO2)C2C=CS(=O)(=O)C2)cc1Cl (centres undefined)	-7%	-2%	-1%	/	7%	i	-2%	4%
CCn1c(SCC(=O)Nc2ccc3c(c2)c2ccccc2n3CC)nnc1-c1cnccn1	2%	4%	6%	/	-17%	6%	-12%	38%[activator]
CCCCn1c(CN2CCN(c3ccccc3)CC2)nc2c1c(=O)n(C)c(=O)n2C	-1%	0%	-5%	3%	7%	-2%	-4%	4%
Cc1ccc(S(=O)(=O)Nc2ccnc(-c3cccnc3)n2)cc1	-4%	0%	0%	/	2%	-6%	-2%	2%
CCCN1CC23C=CC(O2)C(C(=O)O)C3C1=O (centres undefined)	-2%	3%	-7%	0%	6%	i	2%	5%
O=C(Nc1ccc2c(c1)OCO2)c1ccc[n+]([O-])c1	8%	-1%	-1%	6%	-13%	i	-2%	2%
CC[C@H](C)[C@H](NC(=O)[C@H](Cc1ccc(O)cc1)NC(=O)[C@@H](NC(=O)[C@H](CCCN=C(N)N)NC(=O)[C@@H](N)CC(=O)O)C(C)C)C(=O)N[C@@H](Cc1cnc[nH]1)C(=O)N1CCC[C@H]1C(=O)O	0%	-2%	/	/	0%	-5%	/	/
CC(C)=C1SC(N2CCOCC2)=NC1=O	-5%	3%	-2%	/	3%	i	2%	4%
CCOC(=O)C1CCN(CCC(=O)Nc2ccc(Cl)cc2)CC1	0%	1%	9%	/	-25%	-10%	-8%	0%
Nc1c(C(=O)NCc2ccco2)sc2nc3c(cc12)C(=O)CCC3	1%	-8%	1%	32µM*	2%	-24%	-1%	-15%
COCCN1C(=O)N(c2cccc(C)c2)C(=O)C1CC(=O)Nc1ccc(F)cc1 (centres undefined)	-3%	2%	3%	/	0%	6%	-2%	-1%
CCOC(=O)c1c(C)nc2sc3c(=O)[nH]cnc3c2c1-c1ccc(OC)cc1	2%	-2%	-4%	-13%	0%	-21%	-3%	9%
COC(=O)C1=C(Nc2ccccc2NC(=O)CCCC(=O)O)CSC1	-8%	-3%	2%	/	-7%	-12%	/	2%
CC(C)(C)NC(=O)C(c1ccc(O)cc1)N(C(=O)CCC(=O)Nc1nccs1)c1ccccc1F (centres undefined)	-3%	-2%	9%	10%	3%	-5%	-3%	5%
CCc1c(C)nc(SC)n(CC#N)c1=O	-4%	1%	5%	-3%	3%	-6%	2%	2%
COc1ccc(-c2cc(-n3c(C(F)(F)F)nc4ccccc43)n(CCC#N)n2)cc1	-7%	-3%	-9%	-9%	10%	-7%	2%	36%[activator]
O=C(Cc1coc2cc3c(cc12)CCC3)OCc1cc(=O)n2c(n1)sc1ccccc12	1%	-21%	13%	/	3%	-29%	?	35%[activator]
O=S(=O)(c1ccccc1)c1cnc(-c2cccnc2)nc1-c1ccc(Cl)cc1Cl	-3%	-3%	1%	0%	-11%	-8%	-6%	5%
O=C(Nc1ccc(F)cc1F)c1ccccc1-c1ccccc1	-1%	-4%	-5%	1%	-6%	-13%	-10%	/
O=C(CCn1c(=O)sc2ccccc21)NCc1cccs1	0%	1%	1%	14%[11.4 µM]	10%	-3%	-15%	0%
COC(=O)c1sc(-c2ccc(C(C)(C)C)cc2)cc1NC(=O)COCC(=O)O	5%	-3%	0%	/	1%	-2%	/	8%
COc1ccc2c(c1)O[C@@H](c1ccc3c(c1)OCO3)[C@H](O)C2=O	-10%	-1%	/	/	3%	0%	/	-1%
COc1ccc(-c2cc(C(=O)NCCCn3ccnc3)no2)cc1	-8%	-3%	1%	/	3%	-11%	2%	8%
Cn1c(NC(=O)Cc2ccc(F)cc2)cc(=O)n(C)c1=O	-1%	-6%	6%	/	-2%	0%	-1%	-6%
CCS(=O)(=O)Nc1cc(C(=O)O)ccc1C	2%	-1%	0%	-10%	-13%	i	-4%	-8%
COCCn1c(SCC(=O)N2CCCc3ccccc32)nnc1-c1ccco1	3%	-7%	3%	5%[11.4 µM]	-4%	1%	-1%	-5%
O=C(O)CC1NCCc2ccccc21 (centres undefined)	3%	-1%	14%	3%	-10%	-8%	/	6%
CCCc1cc(=O)[nH]c(SCc2ccc(C#N)cc2)n1	-4%	-3%	-4%	-1%	-2%	3%	-3%	0%
Cc1nc(N2CCC(C)CC2)c2c(C)c(C(=O)Nc3ccc(C)c(F)c3)sc2n1	-4%	-1%	3%	/	-6%	-2%	-4%	4%
CCOc1ccc(Cc2onc3c2C(=O)CC(C)(C)C3)cc1OCC	-2%	-6%	-4%	/	1%	-4%	-2%	-4%
CO[C@H]1C=CO[C@@]2(C)Oc3c(C)c(O)c4c(O)c(c5c(c4c3C2=O)NC2(CCN(CC(C)C)CC2)N=5)=NC(=O)C(C)=CC=C[C@H](C)[C@H](O)[C@@H](C)[C@@H](O)[C@@H](C)[C@H](OC(C)=O)[C@@H]1C	-2%	-3%	-27%	/	-1%	i	-1%[15.4 µM]	11%
CCOC(=O)c1c(C)[nH]c(C2=NNC(=Nc3ccccc3OC)SC2)c1C	3%	-14%	-20%	-20%	2%	0%	-9%	2%
Cc1ccc(/C=C/C(=O)Nc2ccc([N+](=O)[O-])cc2)o1	5%	-5%	3%	3%	7%	i	3%	/
O=C(CSCc1ccc(Br)cc1)Nc1ccc(S(=O)(=O)N2CCOCC2)cc1	-3%	1%	-7%	1%	4%	-4%	?	-1%
Cc1cc(C)cc(-n2c(C)cc(/C=N/NC(=O)c3cccc([N+](=O)[O-])c3C)c2C)c1	-5%	1%	-1%	/	-5%	-13%	-8%	19%
COc1cccc(/C=N/NC(=O)C(C)n2nc(C)c([N+](=O)[O-])c2C)c1O (centres undefined)	-2%	-2%	12%	-12%	1%	-3%	-4%	2%
CCOCCCNCC(=O)NC1(C)C2CCC(C2)C1(C)C (centres undefined)	-2%	0%	1%	/	-9%	-5%	1%	5%
O=C(NCCCN1CCOCC1)c1cc2c(s1)CCC2	-1%	-5%	18%	/	-3%	-2%	4%	3%
Cc1nc2ccc3nc(NC(=O)C4COc5ccccc5O4)sc3c2s1 (centres undefined)	0%	1%	4%	-5%	-11%	-16%	-1%	15%
O=C(OCCN=C1NS(=O)(=O)c2ccccc21)c1cccs1	1%	0%	3%	2%	2%	-6%	8%	-12%
CCn1c(=O)c2c(n3cnnc13)-c1ccccc1CC21CCCCC1	3%	2%	-3%	4%	4%	i	2%	4%
Cc1nc2c(ccc3c2ccc2nc(C)sc23)s1	0%	0%	-15%	/	-23%	i	-5%	9%
COc1cccc(C(=O)c2sc(NC(C)C)nc2N)c1	6%	-1%	2%	-12%	-23%	i	-8%	5%
O=C(Nc1ccc(F)cc1)c1nn(-c2ccccc2)c(=O)cc1Cl	2%	1%	7%	-2%	-1%	0%	-1%	10%
O=C(Nc1cc(C(F)(F)F)ccc1N1CCOCC1)c1ccc2ccccc2n1	-3%	1%	-5%	-5%	-18%	i	-4%	-1%
CCOc1cccc(/C=N/N2C(=O)CSC2=S)c1O	-2%	-19%	?	-86%	1%	?	?	169%[activator]
NC(=O)C1CCN(S(=O)(=O)Cc2ccccc2Cl)CC1	5%	2%	-2%	0%	7%	i	?	-2%
Cc1ccccc1CN(c1ccc(C(=O)NCc2ccccn2)cc1)S(C)(=O)=O	10%	-1%	-8%	1%	0%	i	3%	13%

By substructure: the compounds so far containing a CF3 group (two)
SMILES	aGlu spleen mod	TR SRC2 fluor cs	GAA glycogen	L3MBTL1 block	TRb SRC2 PPI	RECQ1 helicase	GAA inh	GoLoco inh red
COc1ccc(-c2cc(-n3c(C(F)(F)F)nc4ccccc43)n(CCC#N)n2)cc1	-7%	-3%	-9%	-9%	10%	-7%	2%	36%[activator]
O=C(Nc1cc(C(F)(F)F)ccc1N1CCOCC1)c1ccc2ccccc2n1	-3%	1%	-5%	-5%	-18%	i	-4%	-1%

Not all compounds are listed; the hit share may differ from the screen's.
